From PubChem
MC4R antagonist: human MC4R antagonism in cAMP assay; MC4R-expressing cells, MTII-stimulated cAMP, LANCE TR-FRET; inhibition, % at 6.5 µM; 360,000 compounds, 0.48% hits; AID 540295;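 active = inhibition above its plate's cutoff, the mean of tested wells on that plate plus 3 SD, cut at about 29% in these data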;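 also: 0% = Melanotan II alone and 100% = Melanotan II plus saturating MCL0020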
Target sequence (P32245 whole entry, looked up): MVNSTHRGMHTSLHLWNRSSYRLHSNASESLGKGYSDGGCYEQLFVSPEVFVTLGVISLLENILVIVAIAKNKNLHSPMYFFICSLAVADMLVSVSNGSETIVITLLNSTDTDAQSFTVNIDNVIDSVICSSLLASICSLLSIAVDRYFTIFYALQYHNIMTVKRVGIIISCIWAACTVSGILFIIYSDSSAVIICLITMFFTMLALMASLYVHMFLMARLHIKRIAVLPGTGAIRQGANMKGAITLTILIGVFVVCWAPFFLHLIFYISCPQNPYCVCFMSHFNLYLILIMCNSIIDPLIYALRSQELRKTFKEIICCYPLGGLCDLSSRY
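Assay system: U2OS cells stably expressing human melanocortin 4 receptor (MC4R) / Dosing: 6.5 µM / Timing: compound 30 min, challenge 1 h, detection 1 h / Measured by: Eu-cAMP/anti-cAMP TR-FRET, emission 671 nm / Replicates: singlicate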
Vif inh: blocks HIV Vif function. HEK293T cells, Vif self-association by quenched fluorescence, imaging, 24 h. inhibition, % at 7.49 µM. 340,000 compounds, 0.35% hits; in the data active = inhibition above about 50%, passing the limit was not always enough; also: some results filed as inactive read as strong as hits
H9c2 protect: modulators protecting cardiomyocytes from myocardial damage | 360,000 compounds, 0.63% hits | H9c2 cardiomyocytes, H2O2 injury protection, ATPLite, 2 h | protection from H2O2 cell death, % at 20 µM;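 active = compounds giving at least 50% protection of heart cells from peroxide-induced death in the single-dose screen, raw or plate-pattern-corrected value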;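 also: 0% = DMSO wells with peroxide and 100% = DMSO wells without peroxide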
aDG glyco up: increases alpha dystroglycan glycosylation | 360,000 compounds, 0.22% hits | activation, % at 10 µM | Pro5-aDG cells, alpha-DG glycosylation AlphaScreen (IIH6); 0% Pro5, 100% B10-LARGE cell signal;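 active = activation of at least 8% versus controls, or a plate z-score of at least 8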;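 also: Pro5 are CHO cells carrying HIG-tagged alpha-DG that lacks glycosylation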
MC4R ag barr: agonists of human melanocortin 4 receptor (MC4R) beta-arrestin; activation, % at 8.9 µM; U2OS MC4R beta-arrestin complementation, luminescence; percent of melanotan II response, DMSO zero; 360,000 compounds, 0.98% hits; AID 540308;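 active = activation above a per-plate cutoff, the mean activation of sample wells on that plate plus 3 SD, cut at about 8% in these data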
Glyco luc inh: blocks N-linked glycosylation in D54 reporter cells; D54 ERlucT glycosylation luciferase reporter, 24 h; percent of 100 nM tunicamycin response; reporter increase, % at 12.5 µM; 360,000 compounds, 0.23% hits;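 active = mean luciferase reporter signal, scaled so untreated is 0 and the glycosylation-blocking control 100, at or above a set limit in every replicate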;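 also: luciferase carries N-glycosylation sites so blocking glycosylation raises the light; 0% = median of neutral control wells and 100% = median of 100 nM tunicamycin wells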
ABCB6 inh 2: human ABCB6 transporter inhibition; Q9NP58; K562-ABCB6 porphyrin accumulation, flow cytometry, 1 h; active compounds read low; fluorescence ratio to DMSO, % at 10 µM; 360,000 compounds, 0.19% hits; AID 602162;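 active = fluorescence ratio to DMSO below 75%, the collection mean minus 3 SD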;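 also: signal is porphyrin accumulated inside mitochondria; 100% equals median channel fluorescence of DMSO control wells; lower ratio means ABCB6 inhibition with less porphyrin fluorescence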
PDI inh: inhibitors of human protein disulfide isomerase. P07237. PDI insulin aggregation turbidity, A650, 90 min. inhibition, % at 10 µM. 350,000 compounds, 0.052% hits. AID 588391;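 active = mean inhibition across replicates of 30% or more, whatever share of single replicates reach that level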;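 also: absorbance from insulin aggregation driven by PDI reduction with DTT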
Target sequence (P07237 whole entry, looked up): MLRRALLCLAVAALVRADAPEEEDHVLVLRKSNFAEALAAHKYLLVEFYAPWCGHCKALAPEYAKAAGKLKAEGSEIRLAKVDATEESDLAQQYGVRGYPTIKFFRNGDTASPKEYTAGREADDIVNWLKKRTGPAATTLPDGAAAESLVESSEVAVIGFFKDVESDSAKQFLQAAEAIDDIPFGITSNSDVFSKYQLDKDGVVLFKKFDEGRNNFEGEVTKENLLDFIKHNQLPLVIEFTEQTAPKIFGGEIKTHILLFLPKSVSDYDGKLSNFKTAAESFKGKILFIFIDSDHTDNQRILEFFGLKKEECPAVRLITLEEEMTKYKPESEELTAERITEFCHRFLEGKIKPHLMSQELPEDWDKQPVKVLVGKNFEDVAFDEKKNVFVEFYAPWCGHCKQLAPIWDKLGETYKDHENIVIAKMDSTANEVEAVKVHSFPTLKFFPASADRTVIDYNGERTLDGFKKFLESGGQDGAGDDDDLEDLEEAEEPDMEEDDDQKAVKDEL
CaV13 ICDI inh: Primary screen for inhibitors of IQ motif and Ca2+-dependent inactivation inhibitor domain binding in CACNA1D, Förster resonance energy transfer in living cells, … | HEK cells, CFP/YFP FRET ICDI-IQ, plate reader, 10 min; percent FRET-ratio fall versus neutral wells | inhibition, % at 12.3 µM | 340,000 compounds, 0.098% hits;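 active = mean replicate inhibition of at least 30% and at least 1% of replicates passing that level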;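 also: 0% = median of the neutral control wells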
HTR2A ag: mouse HTR2A agonism via beta-arrestin recruitment | 360,000 compounds, 0.66% hits | activation, % at 7.6 µM | P35363 | CHO-K1 mHTR2A beta-arrestin complementation, luminescence; percent of 30 µM serotonin response;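 active = activation above a run cutoff, the mean activation of all tested compounds plus 3 SD, cut at about 14% in these data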;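 also: 0% = plate median of compound wells and 100% = 30 µM serotonin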
Starred values were filed as active, the others as inactive; nt = no result given.

SMILES	MC4R antagonist	Vif inh	H9c2 protect	aDG glyco up	MC4R ag barr	Glyco luc inh	ABCB6 inh 2	PDI inh	CaV13 ICDI inh	HTR2A ag
Cc1sc(NC(=O)CSc2ncn(-c3ccccc3)n2)nc1-c1ccccc1	5	-12	10	0.2	1.7	3	92	1	-3	-4
O=C(c1ccnc(Cl)c1)N1CCCC(Nc2ccc(F)cc2)C1 (configuration not stated)	2	2	-2	-0.2	-0.4	2	91	3	-5	-1
O=c1c2ccccc2nc(SCc2nnc(-c3ccccc3)o2)n1-c1ccc(F)cc1F	-29	-7	-19	0.5	-0.9	2	92	-19	-2	-8
O=C(Cc1cccc([N+](=O)[O-])c1)Nc1ccccc1	6	8	2	-0.1	-2.6	-2	98	-5	-3	1
Cc1cc(C)nc(N2CCN(C(=O)CCC(=O)Nc3nnc(CC(C)C)s3)CC2)n1	13	20	8	0.1	-0.8	2	104	-3	-5	3
CCc1cc(C(=O)NNC(=S)NC(C)c2ccccc2)cs1 (configuration not stated)	3	-5	-15	0.1	-2.8	2	98	-14	-8	2
Cc1cc(Br)ccc1OCCN1CCCC1	-1	4	-2	0.0	-1.3	0	95	14	0	-7
N#Cc1cc(C#N)c(SCC(=O)N2CC(=O)Nc3ccccc32)nc1N	6	1	8	-0.1	-1.4	3	103	-9	-5	9
COc1ccc(CCNC(=O)C2CC(=O)N(CCc3ccccc3)C2)cc1OC (configuration not stated)	9	-5	-4	0.0	-1.9	1	99	6	6	3
CCNc1nc(Oc2ccc(C(=O)OCC)cc2)nc(SC)n1	-1	0	-7	0.4	-0.9	0	99	0	-6	-1

3 entries out of the list, arranged by SMILES length, falling:
SMILES	MC4R antagonist	Vif inh	H9c2 protect	aDG glyco up	MC4R ag barr	Glyco luc inh	ABCB6 inh 2	PDI inh	CaV13 ICDI inh	HTR2A ag
Cc1cc(C)nc(N2CCN(C(=O)CCC(=O)Nc3nnc(CC(C)C)s3)CC2)n1	13	20	8	0.1	-0.8	2	104	-3	-5	3
O=C(Cc1cccc([N+](=O)[O-])c1)Nc1ccccc1	6	8	2	-0.1	-2.6	-2	98	-5	-3	1
CCc1cc(C(=O)NNC(=S)NC(C)c2ccccc2)cs1 (configuration not stated)	3	-5	-15	0.1	-2.8	2	98	-14	-8	2

The listing continues.
SMILES	MC4R antagonist	Vif inh	H9c2 protect	aDG glyco up	MC4R ag barr	Glyco luc inh	ABCB6 inh 2	PDI inh	CaV13 ICDI inh	HTR2A ag
CCOCCOC(=O)COC(=O)c1ccccc1NC(=O)c1ccccc1	0	-2	2	-0.2	-1.8	1	99	4	-7	-2
Cc1ccc(CNC(=O)CCSCc2ccccc2F)cc1	-2	47	-1	0.0	-2.4	0	100	3	-19	-5
CC(C)Cn1c(SCC(=O)O)nnc1-c1cccc(S(=O)(=O)N2CCOCC2)c1	1	5	5	-0.4	-1.6	1	97	1	-3	8
COc1ccc(S(=O)(=O)N2CCOCC2)cc1NC(=O)COC(=O)CCS(=O)(=O)c1ccc(C)cc1	-19	11	-1	0.0	-2.1	2	106	3	-5	2
CC(C)NC(=O)C(c1ccc(F)cc1)N(C(=O)CCC(=O)Nc1ccccn1)C1CCCCC1 (configuration not stated)	4	6	-2	0.0	2.8	0	95	2	-7	7
O=C(COC(=O)c1cccc(F)c1)Nc1ccc2c(c1)OCCO2	9	-28	-4	-0.3	-1.4	0	95	5	-5	0
COC(=O)[C@H](CC(C)C)NS(=O)(=O)N(Cc1ccccc1)[C@@H](CC(C)C)C(=O)OC	10	-2	-4	0.3	2.8	-6	99	-5	-5	0
COc1ccc(N2CCN(S(=O)(=O)c3cc(Br)cnc3N)CC2)cc1	1	-8	-5	-0.1	5.6	-1	97	7	-15	8
O=C(Cn1ccc2ccccc2c1=O)NCCC(=O)Nc1cccc(Cl)c1	0	25	2	0.0	-1.4	1	97	1	nt	1
COc1ccccc1CNC(=O)c1cc(-c2ccccc2C)nn1CC1CC(c2cccnc2)=NO1 (configuration not stated)	3	-7	15	1.2	-1.8	0	93	-5	-8	6
COc1ccccc1NC(=O)Cn1ncc2c1-c1ccccc1OC2	6	-4	-2	-0.3	0.1	4	98	nt	-5	-5
CCc1ccccc1S(=O)(=O)Cc1ccc(C(=O)NCCc2ccccc2)o1	-1	-1	16	13*	-1.0	-4	101	7	-2	-9
COc1ccc(N2CCN(C(=O)Nc3ccccc3Cl)CC2)cc1	37*	6	7	0.6	2.0	-1	104	6	-8	6
O=C(Cn1nc(-c2ccccc2)ccc1=O)NCCN1CCN(Cc2ccccc2)CC1	-2	4	0	-0.1	-0.4	0	92	-8	-7	-5
O=C(c1cc(COc2ccc(F)cc2F)on1)N1CCSCC1	10	-3	-6	0.0	0.8	1	102	2	5	-4
CCOC(=O)C(NCc1ccccc1OC)(NC(=O)CC)C(F)(F)F (configuration not stated)	25	nt	4	-0.4	2.7	1	93	3	-5	4
CCOC(=O)c1cnc2c(c(C)nn2C)c1Oc1ccc(Cl)cc1	16	-18	-4	0.4	-2.4	-2	90	4	-3	4
CC1(c2ccc(OC(F)F)cc2)NC(=O)N(CC(=O)NC2CCCC2)C1=O (configuration not stated)	1	14	-4	-0.2	0.0	1	93	-6	-6	-2
O=C(O)CC1C(=O)OCN1C(=O)OCc1ccccc1 (configuration not stated)	6	20	-2	0.0	2.0	1	100	15	-7	5
Cc1ccc2c(c1)N(C(=O)CCC(=O)NCCCN1CCC(Cc3ccccc3)CC1)CCO2	6	-8	26	0.2	1.2	2	94	nt	-3	-10
O=C(NCCc1ccc(Cl)cc1)C1CCN(c2cnccn2)CC1	-2	4	4	0.2	-0.1	0	104	-6	-5	0
NNC(=O)c1nc(-c2cccc(-n3cccc3)c2)no1	2	3	8	0.1	0.8	2	101	-3	-3	5
CCc1n[nH]c(=S)n1/N=C/c1ccc(N(CC)CC)cc1	9	16	-12	0.1	1.2	1	93	8	-3	3
COc1ccc(-c2cc(=O)oc3c(C)c(OC(C)C(=O)Nc4ccc(CN5CCOCC5)cc4)ccc23)cc1 (configuration not stated)	17	-2	7	0.6	-2.0	-3	89	2	-15	-7
CN(C)c1ccc(P(=O)(OCc2ccccc2)C(O)c2ccccc2F)cc1 (configuration not stated)	20	-12	-2	0.3	0.4	1	101	0	4	1
CC(C)CNC(=O)C1(C)CCCN1C(=O)c1cccnc1Oc1ccccc1 (configuration not stated)	3	18	5	-0.1	0.7	2	103	-2	-8	9
Cc1nnc(N2C(=O)c3cccc4cccc(c34)C2=O)s1	1	1	23	-0.1	-0.6	1	98	0	0	7
COc1cc(C(C#N)N2CCC(c3ccccc3)=N2)ccc1O (configuration not stated)	11	-1	-3	-0.2	-1.7	3	197	5	11	9
CC1=C(C)CC(C(=O)c2ccccc2)C(C(=O)O)C1 (configuration not stated)	2	34	2	0.0	-2.0	3	97	0	-8	3
CC(=O)c1cccc(-n2c(CCC(=O)O)ccc2-c2cccs2)c1	2	3	-7	0.1	0.0	1	104	-10	nt	-2
Cc1cc(NC(=O)CSc2nc3c(sc4ccccc43)c(=O)n2CCc2ccccc2)n[nH]1	3	8	-2	-0.2	2.4	-6	91	-7	-6	1
CCCOc1ccc(N2C(=O)CC(N(Cc3ccc(S(N)(=O)=O)cc3)C(=O)CC)C2=O)cc1 (configuration not stated)	4	nt	-2	-0.1	0.8	1	99	0	nt	-1
Cc1nc(SCC(=O)Nc2ccc(OCc3ccccc3)cc2)n[nH]1	16	2	-9	-0.3	-1.9	1	98	-4	1	-5
COc1ccc(NC(=O)NS(=O)(=O)c2ccc(C)cc2)cn1	0	nt	-1	0.0	1.2	2	96	-4	-6	-5
O=C(Cn1c2[n+](c3ccccc31)CC(O)CS2)c1ccccc1 (configuration not stated)	8	3	3	-0.2	-1.3	3	93	-2	-4	2
COc1cc(/C=C/c2cccc[n+]2C)ccc1OCC(=O)Nc1ccccc1C	3	12	1	0.6	-2.1	0	101	6	-4	-3
COc1cccc(CNC(=O)Cn2nc(C)c3c(C)n(-c4ccc(C)cc4)nc3c2=O)c1OC	3	-14	-3	-0.2	-1.1	-1	106	1	-4	2
Cc1c(NC(=O)CNCc2ccc3c(c2)OCO3)c(=O)n(-c2ccccc2)n1C	-3	-8	-3	0.1	-0.4	1	100	1	-8	0
C/C(=N\NC(=S)NCc1ccccc1)c1ccc2ccccc2c1	5	-3	-20	0.3	0.4	-11	96	0	-6	-2
CCCCN(C(C)=O)c1c(N)n(CCC)c(=O)n(CC(=O)Nc2cc(Cl)cc(Cl)c2)c1=O	9	2	4	0.3	3.4	6	98	0	5	6
O=C1C2CC=C(Cl)CC2C(=O)N1CCc1c[nH]c2ccccc12 (configuration not stated)	-2	1	9	-0.1	0.2	-1	100	27	nt	3
c1cc2c(cnc3cscc32)s1	20	nt	3	0.3	-0.1	1	98	24	-2	5
CCOC(=O)Cc1csc(NC(=S)NC(=O)c2cc(OC)cc(OC)c2)n1	7	-3	0	-0.1	-3.1	3	96	5	-2	-2
CC(C)Nc1nc(Nc2ccccc2Cl)c2sccc2n1	15	-10	-12	0.8	-1.1	-3	95	0	-10	-4
COc1ccc(S(=O)(=O)n2ccc(C)n2)cc1C	0	-3	-1	0.2	-1.6	1	102	-3	-8	-1
Cc1ccc(NC(=O)c2ccc(S(=O)(=O)NCC3CCCO3)cc2)cc1 (configuration not stated)	-2	nt	-3	0.1	-0.9	-2	96	4	nt	-4
C=CCOn1c(=O)c(-c2ccc(OCC)cc2)[n+]([O-])c2ccccc21	-2	8	-1	0.0	-1.4	0	110	-7	-5	3
COc1ccccc1N1CCN(C2CCN(C(=O)COc3cccc(C)c3)CC2)CC1	0	-3	14	0.0	-3.0	1	97	-4	-5	-3
COc1ccc(-c2cnc3c(NC=O)cc(-c4cccc(NS(C)(=O)=O)c4)cn23)cc1OC	-44	nt	105*	0.2	-1.2	5	96	-16	-7	0
Cc1ccc(S(=O)(=O)N2CCCC(C(=O)NC3CCCC3)C2)cc1Cl (configuration not stated)	2	-12	2	0.1	0.5	-3	95	-4	-7	-2
More entries:
SMILES	MC4R antagonist	Vif inh	H9c2 protect	aDG glyco up	MC4R ag barr	Glyco luc inh	ABCB6 inh 2	PDI inh	CaV13 ICDI inh	HTR2A ag
Nc1c(-c2cccc(Cl)c2)cnn1-c1cccc([N+](=O)[O-])c1	3	-16	3	0.0	-1.7	-3	95	8	-9	-3
O=Cc1ccc(Oc2cnccn2)cc1	3	-10	9	0.0	-0.5	1	96	0	-3	-1
OCCNCCSc1nc(C2CCCCC2)n(-c2ccccc2Cl)n1	9	nt	1	0.1	-1.7	1	101	-2	-2	1
Nc1ccc(C(=O)N2CCCC2)cc1	20	-5	8	-0.2	-1.3	4	94	6	nt	-1
O=C(NC(Cc1c[nH]c2ccccc12)C(=O)NCCCN1CCOCC1)c1cccs1 (configuration not stated)	-2	2	-14	0.0	0.9	2	98	9	2	-5
Cc1ccc(C)c(NC(=O)COC(=O)c2ccc(S(=O)(=O)N3CCCCC3)cc2)c1	4	3	-2	0.2	-1.7	1	98	6	-2	-4
O=C(O)COc1ccccc1/C=N/NC(=O)/C(=C\c1ccc2c(c1)OCO2)NC(=O)c1ccccc1	22	-10	5	-0.1	1.4	0	96	-3	-3	-1
